Compound activity as filed in PubChem BioAssay.
NLRP3 yeast inh – NALP3 inflammasome inhibitors in reconstituted yeast, primary screen, luminescence, uHTS. Yeast reconstituted NLRP3/ASC/caspase-1, beta-gal luminescence, 24 h. actives 0.39% (n = 330,000). inhibition, % at 10 µM;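 active means inhibition of 50% or more; inactive means inhibition below 50%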;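 further: plate controls were induced DMSO wells for no effect and uninduced yeast grown without galactose for full effect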
tim10-1 inh – growth inhibitors of tim10-1 mutant yeast, primary screen, luminescence, uHTS. S. cerevisiae tim10-1 ts strain growth, BacTiter-Glo, 24 h. inhibition, % at 20 µM. actives 2.2% (n = 330,000). AID 463190, 2010;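 active means inhibition of at least 40%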;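 further: mutant grown at 25 °C; 0% = DMSO wells with yeast and 100% = wells holding no yeast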
TIM10 inh – growth inhibitors of isogenic TIM10 control yeast, primary screen, counter-screen for tim10-1 yeast inhibitor project, luminescence, uHTS. inhibition, % at 10 µM. AID 463195, 2010. actives 1.4% (n = 330,000). S. cerevisiae TIM10 strain growth, BacTiter-Glo luminescence, 24 h;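 active means inhibition of 40% or more at the single tested concentration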;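 further: wild-type TIM10 isogenic control strain grown at permissive 25 °C; 0% = DMSO yeast wells and 100% = minimal medium wells without yeast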
MPTP inh – mitochondrial permeability transition pore inhibitors, primary screen, biochemical, isolated mouse mitochondria, absorbance; Ca2+ swelling absorbance, 30 min; inhibition, % at 10 µM; actives 1.4% (n = 360,000);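 active means inhibition of 50% or more, scaled per plate between neutral and stimulator controls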;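 further: 0% = DMSO wells given calcium and 100% = 1 mM EGTA wells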
APJ agonist – agonists of human apelin receptor APJ, primary screen, CHO-K1 cells, PathHunter beta-arrestin, luminescence; activation, % at 20 µM; 0% DMSO wells, 100% apelin; P35414; actives 0.11% (n = 330,000); AID 2520, 2010;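 active means activation more than six SD over the plate average, tested at 20 µM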;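 further: 0% = DMSO alone and 100% = apelin-13 at 10 nM; some results filed as inactive read as strong as hits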
Target sequence (P35414 whole entry, looked up): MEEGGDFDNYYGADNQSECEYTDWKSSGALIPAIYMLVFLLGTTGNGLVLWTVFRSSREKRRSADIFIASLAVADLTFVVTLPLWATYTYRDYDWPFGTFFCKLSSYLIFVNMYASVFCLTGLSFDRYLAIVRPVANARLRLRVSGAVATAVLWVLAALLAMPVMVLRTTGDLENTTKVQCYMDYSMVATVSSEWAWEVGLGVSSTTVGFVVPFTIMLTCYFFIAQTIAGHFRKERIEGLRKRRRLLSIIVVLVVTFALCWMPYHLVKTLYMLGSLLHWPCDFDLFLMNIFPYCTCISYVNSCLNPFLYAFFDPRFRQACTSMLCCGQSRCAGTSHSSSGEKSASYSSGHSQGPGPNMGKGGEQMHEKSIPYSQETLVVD
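system = engineered CHO-K1 APJ arrestin reporter cells | input = 1000 cells per well | timing = overnight seeding, 90 min compound at 25 °C, 1 h detection | measured by = enzyme-fragment complementation luminescence | read-out = beta-arrestin recruitment to APJ as agonist activity, luminescent signal | control set = negative DMSO alone, positive Apelin-13 at 10 nM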
beta cell repl – inducers of MIN6 beta-cell proliferation, primary screen, ATP luminescence, uHTS. MIN6 cells proliferation, ATPlite luminescence, 48 h; cells starved in 0.2% serum; 100% = growth in 10% serum. proliferation, % at 10 µM. actives 0.29% (n = 330,000);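 active means compounds whose signal lies at least 3.5 SD above the mean of all wells on their plate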;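 further: 0% = DMSO-treated cells in low-serum medium and 100% = 10% serum control; some compounds called inactive have numbers as strong as hits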
tim23-1 inh – growth inhibitors of tim23-1 mutant yeast, primary screen, luminescence, uHTS | S. cerevisiae tim23-1 growth, BacTiter-Glo luminescence, 24 h | inhibition, % at 20 µM | actives 1.3% (n = 330,000) | AID 463212, 2010;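 active means growth inhibition of the mutant yeast at or above 50%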;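 further: temperature-sensitive mutant grown at 25 °C; plate controls were DMSO-treated mutant yeast for no effect and medium wells lacking yeast for full effect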
GRIN3A LBD mod – binders of NR3A ligand-binding domain, primary screen, biophysical, differential scanning fluorimetry, uHTS | Glutamate receptor ionotropic, NMDA 3A (GRIN3A) ligand-binding domain | AID 1259313, 2017 | Tm shift relative to glycine control, % at 25 µM | actives 2.5% (n = 340,000) | NR3A LBD differential scanning fluorimetry, Tm shift; 0% = protein alone, 100% = glycine-bound protein;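 active means melting temperature shift of at least 10% of the positive control shift, at one fixed dose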
APJ antag – antagonists of human apelin receptor APJ, primary screen, CHO-K1 cells, beta-arrestin complementation, luminescence. P35414. inhibition, % at 20 µM. actives 0.32% (n = 330,000);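 active means inhibition above about 40% at 20 µM, limit read from the data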;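 further: cells challenged with 10 nM apelin-13 agonist together with compound; plate controls were apelin-13 plus DMSO wells for no effect and DMSO wells lacking apelin-13 for full effect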
The depositor's hits bear a star; · = no result given.

SMILES | NLRP3 yeast inh | tim10-1 inh | TIM10 inh | MPTP inh | APJ agonist | beta cell repl | tim23-1 inh | GRIN3A LBD mod | APJ antag
COc1cccc(N2CCN(CC(=O)Nc3ccnn3C3CCCC3)CC2)c1 | -2 | 14 | 16 | 1.0 | -5 | -2 | 11 | 2 | 12
COc1ccc(OCc2cc(C(=O)NC(C)c3cnn(C)c3)no2)c(Cl)c1 (centres undefined) | 12 | 36 | 16 | -1.4 | 4 | 3 | 23 | 2 | -12
O=S(=O)(Nc1cnc2ccccc2c1)N1CCCCCC1 | 7 | 33 | 26 | -0.5 | -2 | 2 | 36 | -1 | 4
CS(=O)(=O)N(CC(=O)Nc1ccc(S(=O)(=O)N2CCOCC2)cc1)c1ccccc1Br | -6 | 8 | -8 | -0.8 | -1 | 1 | 17 | -3 | -14
O=C(NNS(=O)(=O)c1ccc2ccccc2c1)c1cccs1 | 8 | 7 | 25 | 12 | -2 | 0 | 3 | -18 | 4
CCCc1[nH][nH]c(=O)c1C(c1cccc(Cl)c1)C(C#N)C#N (centres undefined) | 8 | 32 | 21 | 3.7 | -4 | -2 | 25 | -9 | 8
Cn1/c(=N\NC(=O)C2CCCCC2)sc2ccccc21 | 13 | -11 | -2 | -2.8 | -2 | 0 | 1 | 2 | 4
COc1ccc(C2CC(=O)Oc3cc4c(cc32)OCO4)cc1 (centres undefined) | · | 14 | 6 | 0.7 | · | · | 61* | -3 | ·
CN(C)C(CNC(=O)c1cccc(NS(=O)(=O)c2ccc(Br)cc2)c1)c1ccco1 (centres undefined) | 14 | 9 | 8 | -3.1 | -1 | -2 | 5 | 2 | 16
COc1ccc(OCCN2C(=O)c3ccccc3C2=O)cc1 | 27 | 2 | 5 | 1.9 | -4 | 5 | 10 | -1 | -4
CC1CCCCN1C(=O)CSc1nc(N)cc(=O)[nH]1 (centres undefined) | 15 | -12 | -5 | 0.8 | -2 | -1 | -3 | -5 | 16
COc1ccc(C(=O)n2nc(-c3ccco3)nc2N)cc1 | 1 | 26 | 31 | -1.8 | -4 | -4 | 26 | -1 | 12
CNC(=O)c1c(NC(=O)c2ccc(S(=O)(=O)N3CCCCC3C)cc2)sc2c1CCN(C)C2 (centres undefined) | 27 | -3 | 8 | 0.1 | 1 | -7 | 6 | 2 | 31
CC(C)Oc1ccc(CNCCC2(C(C)C)CCOC(C)(C)C2)cc1 (centres undefined) | 29 | 2 | -8 | -1.4 | -3 | -3 | -32 | 0 | 6
CCN(CC)CCn1c2c(c(SCC(=O)Nc3nc4ccccc4s3)nc1=O)CCC2 | 17 | -13 | 3 | 6.3 | -4 | 7 | 2 | 0 | 28
COc1ccc(NC(=O)C(=O)c2cn(CC(=O)N3CCCC3)c3ccccc23)c(OC)c1 | 13 | -10 | -18 | 0.0 | 1 | 0 | -17 | 2 | 4
Cc1cc(C=O)c(C)n1-c1ccc(N2CCCC2)c([N+](=O)[O-])c1 | 24 | 13 | 11 | -6.0 | -6 | 3 | 22 | -2 | 19
CC1(C)C2CCC1(CS(=O)(=O)NCc1ccc(Cl)cc1Cl)C(=O)C2 (centres undefined) | 20 | -6 | 21 | -1.3 | -1 | 0 | 34 | 1 | -4
CC(=O)N1CCN(C(=O)c2cc(S(=O)(=O)NCc3ccccc3)ccc2C)CC1 | 12 | -15 | 7 | -0.5 | -1 | 6 | -11 | -2 | -7
O=C(NC(=S)NC(CO)c1ccccc1)c1ccc(F)cc1 (centres undefined) | -16 | 5 | 5 | -1.8 | 0 | 1 | 11 | -2 | 23
Cc1onc(-c2c(F)cccc2Cl)c1C(=O)NC(=S)NC1CCSC1=O (centres undefined) | -3 | 37 | 24 | -0.5 | -2 | -2 | 34 | -1 | 30
CCN1CCCC1CNC(=O)c1ccc(N2CCOCC2)c(NS(=O)(=O)c2ccc(OC)cc2)c1 (centres undefined) | 0 | 15 | 19 | 0.5 | -3 | -3 | 11 | 2 | -2
COc1cnn(Cc2ccccc2)c(=O)c1SCc1ccccc1 | -22 | 20 | 31 | -0.7 | 2 | 1 | 7 | -1 | 1
CCOC(=O)c1nnn(-c2nonc2OC)c1-c1ccccc1 | 5 | 15 | 20 | 3.1 | -1 | 2 | 8 | 1 | -12
COc1ccc(CN2CCN(C(=O)c3ccc(S(=O)(=O)NCc4ccco4)cc3)CC2)cc1F | 8 | 12 | 8 | -0.7 | 4 | -2 | 16 | 2 | 4

(more compounds)
SMILES | NLRP3 yeast inh | tim10-1 inh | TIM10 inh | MPTP inh | APJ agonist | beta cell repl | tim23-1 inh | GRIN3A LBD mod | APJ antag
CCCCNC(=O)CSc1nc(N)c(C(=O)Nc2ccc(OC)cc2)s1 | 16 | -2 | -6 | 1.9 | -8 | -2 | 8 | -2 | 13
CCC(CC)c1nnc(NC(=O)CCc2ccccc2)s1 | 6 | 17 | 23 | 0.5 | 0 | -1 | 35 | 3 | 6
Cc1cc(Cl)ccc1OCC(=O)Nc1cccnc1 | 23 | 8 | 1 | 0.8 | -2 | 1 | 11 | 2 | -7
Cc1ccc(C(=O)NC(Cc2cccc(C(F)(F)F)c2)C(=O)O)cc1 (centres undefined) | · | 10 | -13 | 0.3 | · | · | 13 | 2 | ·
CCOc1ccc(Nc2nc(Nc3ccc(O)cc3)nc(C)c2[N+](=O)[O-])cc1 | 25 | 5 | 3 | 2.4 | -2 | 2 | -24 | -10 | 2
O=C(Cc1c[nH]c2ccccc12)N[C@@H](Cc1c[nH]c2ccccc12)C(=O)O | -2 | 6 | 8 | -0.3 | -2 | 1 | 1 | -2 | -3
CC(=O)N1CCN(C(=O)c2cc(S(=O)(=O)N3CCCCC3)ccc2Cl)CC1 | 6 | 1 | 12 | -2.1 | 0 | 0 | 6 | 4 | -35
O=C(NNC(=O)c1cccs1)c1ccc(F)cc1 | 5 | 4 | -12 | 0.2 | -4 | 0 | 12 | -1 | 4
CC(NC(=O)COC(=O)/C(=C/c1cccs1)c1cccs1)c1ccccc1 (centres undefined) | 22 | 21 | 24 | 12 | -2 | -4 | 28 | 0 | 8
CCCCCCNc1c(C(=O)OCC)c(=O)[nH]c2ccccc12 | -5 | 19 | 26 | 0.2 | -2 | 0 | -1 | -1 | -10
COc1ccccc1OCc1nc(C#N)c(NCCCn2ccnc2)o1 | 11 | 9 | 0 | 0.4 | -3 | -5 | 17 | -1 | 16
O=C(O)c1cc(N2C(=O)C3C4C=CC(C4)C3C2=O)ccc1NCc1cccnc1 (centres undefined) | 6 | 8 | 8 | -1.2 | -1 | -2 | -10 | 0 | 16
CCOC(=O)C1CCN(C(=O)N2CCOCC2)CC1 | 10 | 12 | -2 | -0.7 | -1 | 0 | 4 | 0 | 2
COc1ccc2oc(=Nc3cc(F)ccc3F)c(C(N)=O)cc2c1 | 38 | -37 | -28 | -1.0 | -2 | -5 | -30 | -1 | 10
Cc1nn(-c2ccccc2)c(C)c1C(=O)Nc1ccc(N2CCOCC2)cc1 | 10 | 7 | 13 | 0.8 | -3 | -2 | 7 | 0 | 7
CNC(=S)N1CCN(c2c(F)cc3c(=O)c(C(=O)O)cn(C4CC4)c3c2OC)CC1C (centres undefined) | 4 | 8 | 17 | -1.7 | -2 | 0 | -1 | -2 | 8
Cn1nc(C(F)(F)F)c(C#N)c1N1CCN(c2ccccn2)CC1 | 18 | -9 | -21 | -2.2 | 0 | 0 | -20 | -2 | 7
COc1ccc(CC2(CO)CCN(Cc3cccnc3)CC2)cc1 | 11 | -9 | 2 | -1.4 | -3 | -2 | -13 | -1 | -2
COc1cccc(/C=N/NC(=O)CSc2cccc3cccnc23)c1 | 23 | -10 | -3 | 2.1 | -1 | -2 | 30 | 1 | 24
CC(C)CCn1c(=O)c2ccccc2n2c(CCC(=O)NC3CCN(Cc4ccccc4)CC3)nnc12 | -4 | -7 | 2 | 0.9 | 8 | -6 | -11 | -3 | 18
COCCCN(Cc1ccco1)C(=O)c1cc2c(s1)-c1ccc(Cl)cc1S(=O)(=O)C2 | 2 | 2 | 0 | -0.3 | 4 | 3 | 4 | 0 | -6
COc1ccc(C(=O)N/C(=C\c2ccccc2)C(=O)Nc2ccccc2C(=O)O)cc1 | 5 | 12 | 11 | 3.4 | 2 | 2 | 12 | -1 | -12
COC(=O)C1=C(C)NC(C)=C(C(=O)OCC2CCCO2)C1c1cccc(Cl)c1 (centres undefined) | -2 | 28 | 12 | 1.7 | -5 | -4 | 36 | -2 | -12
CCn1cc(C(=O)NCc2ccco2)c2cc(OC)c(OC)cc2c1=O | 3 | 9 | 7 | -1.4 | -4 | -2 | 2 | -1 | -7
COc1ccccc1-c1nc(N)n[nH]1 | 16 | 11 | 13 | -1.5 | -2 | -2 | 8 | 3 | 6

Exported as a markdown table: part of the list above
| compound | NLRP3 yeast inh | tim10-1 inh | TIM10 inh | MPTP inh | APJ agonist | beta cell repl | tim23-1 inh | GRIN3A LBD mod | APJ antag |
| --- | --- | --- | --- | --- | --- | --- | --- | --- | --- |
| O=C(NNC(=O)c1cccs1)c1ccc(F)cc1 | 5 | 4 | -12 | 0.2 | -4 | 0 | 12 | -1 | 4 |
| CC(=O)N1CCN(C(=O)c2cc(S(=O)(=O)N3CCCCC3)ccc2Cl)CC1 | 6 | 1 | 12 | -2.1 | 0 | 0 | 6 | 4 | -35 |
| CCCCNC(=O)CSc1nc(N)c(C(=O)Nc2ccc(OC)cc2)s1 | 16 | -2 | -6 | 1.9 | -8 | -2 | 8 | -2 | 13 |

Following part:
SMILES | NLRP3 yeast inh | tim10-1 inh | TIM10 inh | MPTP inh | APJ agonist | beta cell repl | tim23-1 inh | GRIN3A LBD mod | APJ antag
CCCc1nc2oc3ccccc3c(=O)c2c(=O)n1-c1ccc(C)cc1 | 0 | 2 | 14 | 2.5 | 0 | 0 | 6 | -2 | -7
COc1cc(CNc2ncn[nH]2)cc(Br)c1OC | 6 | 5 | 2 | -0.8 | -3 | -1 | 2 | 1 | -5
O=C(c1ccc(N2CCCC2=O)cc1)N1CCN(c2ccccc2F)CC1 | 9 | 12 | -7 | -0.9 | -2 | -4 | 9 | 0 | 0
Cc1cccc(/C=C2\CCC(C3CCCC3)C2=O)c1 (centres undefined) | 12 | 9 | 0 | 2.4 | -5 | 0 | 15 | -8 | 15
CCN(CC)c1nc2c(c(=O)[nH]c(=O)n2C)n1CCOc1ccccc1 | 11 | 9 | 5 | -1.3 | 0 | -2 | 4 | -1 | -1
Clc1ccc2oc3c(Cl)ncnc3c2c1 | -13 | 30 | 8 | 0.6 | 2 | -6 | 12 | -1 | -2
N#C/C(=C\c1ccc(O)c(O)c1)S(=O)(=O)c1ccccc1 | 7 | 15 | 9 | 90* | -7 | 0 | 21 | 3 | 19
COc1cc(CNCCSc2nnnn2C)cc(Br)c1OCc1ccc(F)cc1 | 15 | 9 | 26 | 6.2 | -1 | -3 | 1 | -1 | -26
O=C1CN(C(=O)c2ccc(Br)o2)C(c2ccccc2)c2cc(Cl)ccc2N1 (centres undefined) | -3 | 23 | -6 | 0.2 | -3 | -4 | 24 | -1 | 1
N#CCCN(C(=O)COC(=O)C12CC3CC(CC(O)(C3)C1)C2)c1ccc(F)cc1 | -7 | -8 | 2 | -1.1 | 1 | -1 | -20 | -2 | 2
FC(F)(F)c1ccc(-n2cnc3ccccc32)nc1 | 8 | -2 | -11 | 0.4 | 0 | -2 | 21 | 3 | 1
